PTEN del growth – suppresses growth of cells with PTEN deletion; HCT116 PTEN-null viability, CellTiter-Glo, 60 h; active compounds read low; viability, % at 10 µM; 140,000 tested, 1.2% active;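 active means viability at or below a set limit, 4 SD under the median of all tested compounds, cut at about 3.7% in these data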;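 further: PTEN knockout HCT116 line with beta catenin targeted HCT116 as companion control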
bCat KO growth – beta-catenin-lacking colon tumor cell growth suppression. HCT116 beta-catenin knockout viability, CellTiter-Glo, 60 h; active compounds read low. viability, % at 10 µM. 140,000 tested, 1.5% active;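 active means viability at or under a set limit, the compound median less 4 SD, cut at about 6% in these data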;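 further: 0% = Hyamine 1622 control at 20 µM and 100% = untreated cell control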
BB579 growth dn – chemicals that inhibit yeast BB579 growth in restrictive medium (lifespan-shortening candidates); S. cerevisiae BB579 growth, OD615, 48 h; inhibition, % at 10 µM; 140,000 tested, 0.51% active;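 active means inhibition above a set limit, 3 SD over the mean compound inhibition, cut at about 44% in these data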; further: inactives centre near -24
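System: DeaD yeast strain BB579; buffer or medium: CSMM-D dextrose restrictive medium; technique: OD at 615 nm; schedule: 4 h cell preincubation, 48 h compound exposure, 30 °C humidified; doses: single 10 µM dose; controls: amphotericin B 10 µg/mL, positive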
E-sel TNF inh – blocks E-selectin expression induced by TNF alpha; HUVEC TNFa-induced E-selectin immunofluorescence, high content; inhibition, % at 2 µM; 120,000 tested, 0.71% active; AID 1246;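 active means inhibition above the batch mean plus 3 SD, and confirmed as a hit on visual image review, cut at about 43% in these data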;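 further: 0% = TNF-stimulated DMSO wells and 100% = unstimulated control wells; not every result past the cut was called active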
GALR2 antag – blocks the human galanin receptor 2 | inhibition, % at 4 µM | 140,000 tested, 0.39% active | O43603 | GALR2-expressing cells, antagonist mode; in the data active means inhibition above about 27%;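 further: cells stimulated with galanin 1-16 at roughly its EC80; 0% = agonist challenge control and 100% = basal control without agonist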
Target sequence (O43603 whole entry, looked up): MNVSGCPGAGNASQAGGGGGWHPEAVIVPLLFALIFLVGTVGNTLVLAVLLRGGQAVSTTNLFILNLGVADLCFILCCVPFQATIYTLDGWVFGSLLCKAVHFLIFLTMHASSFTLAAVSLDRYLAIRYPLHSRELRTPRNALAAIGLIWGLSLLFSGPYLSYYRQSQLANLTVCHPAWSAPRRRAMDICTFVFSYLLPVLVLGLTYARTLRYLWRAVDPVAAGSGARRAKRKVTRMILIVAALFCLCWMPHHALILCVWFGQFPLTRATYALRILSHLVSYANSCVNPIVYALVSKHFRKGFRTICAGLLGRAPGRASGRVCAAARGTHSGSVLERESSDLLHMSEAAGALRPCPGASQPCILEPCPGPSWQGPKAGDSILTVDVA
NPY-Y2 antag – blocks the human neuropeptide Y Y2 receptor. P49146. NPY-Y2 expressing cells, antagonist mode. inhibition, % at 2.7 µM. 140,000 tested, 0.99% active. AID 793; in the data active means inhibition above about 17%;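 further: 0% = vehicle with agonist challenge and 100% = reference antagonist with challenge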
Target sequence (P49146 whole entry, looked up): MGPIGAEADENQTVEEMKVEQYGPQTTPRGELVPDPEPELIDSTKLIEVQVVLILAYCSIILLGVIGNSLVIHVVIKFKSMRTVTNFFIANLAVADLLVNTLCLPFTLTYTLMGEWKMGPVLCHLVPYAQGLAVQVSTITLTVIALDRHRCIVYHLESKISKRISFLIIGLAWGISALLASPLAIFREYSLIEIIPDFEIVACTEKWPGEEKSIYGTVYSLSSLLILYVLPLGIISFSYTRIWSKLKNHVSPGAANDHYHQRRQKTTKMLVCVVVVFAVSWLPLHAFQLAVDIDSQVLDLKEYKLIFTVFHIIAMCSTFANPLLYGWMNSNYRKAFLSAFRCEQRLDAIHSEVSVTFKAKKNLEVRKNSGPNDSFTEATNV
Phagocyt inh – macrophage phagocytosis inhibition | J774A.1 macrophage IgG-bead phagocytosis, imaging | inhibition, % at 5 µM | AID 1029 | 110,000 tested, 0.07% active;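 active means inhibition above the mean of the plate negative controls plus 5 SD, cut at about 13% in these data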;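 further: phagocytic index as fraction of beads internalized from green versus red external bead signal; plate controls were DMSO negative control for no effect and cytochalasin-D positive control for full effect; some results beyond the cut were filed as inactive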
Measles CPE – protection of cells from measles virus. Measles virus-infected cells, CPE protection, absorbance. protection (pct of control), % at 4 µM. 140,000 tested, 1.5% active. AID 841; in the data active means protection mostly above about 24%, no sharp cut-off; inactive means mostly below about 26%; further: some compounds called inactive have numbers as strong as hits
MRP1 act – activators of MRP-1. H69AR cells + doxorubicin, viability rescue, CellTiter-Glo. viability increase, % at 10 µM. 140,000 tested, 0.61% active. AID 799;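 active means viability gain under doxorubicin at or above a set limit, the compound median plus 3 SD, cut at about 4.7% in these data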;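 further: MRP-1 overexpressing cells given doxorubicin 25 µM after compound pretreatment; 18-22 h compound pretreatment then 72 h with doxorubicin before readout; 0% = doxorubicin-only wells and 100% = vehicle-treated cells without doxorubicin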
Yeast life ext – extends the lifespan of yeast; inhibition of the nicotinamide effect, % at 10 µM; 130,000 tested, 0.68% active; S. cerevisiae growth with nicotinamide, OD615; deaD strain in restrictive glucose medium;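 active means inhibition above a set limit, placed 3 SD over the median of all compounds, cut at about 26% in these data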;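 further: 0% = nicotinamide-treated wells and 100% = cells grown without nicotinamide; some compounds called inactive have numbers as strong as hits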
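Assay system: engineered S. cerevisiae DeaD replicative-lifespan strain, galactose-grown log-phase cells; Buffer or medium: CSMM-D glucose medium, restrictive; Probe or stimulus: nicotinamide 1.5 mM; Compound: single dose 10 µM compound, 0.25% DMSO; Schedule: 4 h preincubation then 48 h treatment at 30 °C; Technique: OD615 measurement.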
The depositor's hits bear a star; · = not tested or not shown.

SMILES	PTEN del growth	bCat KO growth	BB579 growth dn	E-sel TNF inh	GALR2 antag	NPY-Y2 antag	Phagocyt inh	Measles CPE	MRP1 act	Yeast life ext
CCNc1cc(S(=O)(=O)C(F)(F)F)ccc1N	80.7	68.6	-54.1	1.7	-7.2	1.9	-5.0	8.1	-1.7	-1.0
CN(CCC#N)C(=O)c1ccc(CNS(=O)(=O)c2ccc(F)cc2)cc1	93.4	93.3	-41.4	28.9	11.2	1.7	0.0	8.8	-1.7	-17.0
CS(=O)(=O)N(CCc1ccccc1)CC(=O)NCC1CCCO1 (stereo not given)	91.3	84.8	-19.8	-13.8	-17.5	0.4	-1.8	10.8	-1.2	-0.3
O=C(CSc1ccc2nnc(-c3ccncc3)n2n1)NCc1ccco1	90.2	83.0	23.0	·	2.6	-1.7	0.5	16.5	-2.2	-6.2
Cc1ccc(OCCCCN2CCC(C)CC2)c(Br)c1	56.9	49.0	-3.7	23.4	-1.9	9.5	0.1	6.4	-3.5	-8.2
CCC(C)NC(=O)c1ccc(CS(=O)(=O)c2ccc(OC)cc2)o1 (stereo not given)	101.4	84.2	14.8	·	2.3	1.3	·	6.8	-1.7	-7.0
COC(=O)c1[nH]c2ccc(F)cc2c1NS(=O)(=O)c1ccc(F)c(C)c1	79.2	71.8	-65.7	2.1	10.1	-1.7	1.3	23.5	-3.0	6.6
CCSC1(SCC)N=C(N)C2(C#N)C(c3ccc(OC)c(OC)c3OC)C12C#N (stereo not given)	85.5	76.2	-35.4	·	·	·	0.1	4.5	-6.1	-22.4
O=C(O)c1ccc2c(c1)C(=O)N(c1ccc(Cl)cn1)C2=O	107.2	92.8	-56.8	·	-11.4	3.9	-0.6	8.6	-1.6	4.2
COc1cc(C)nc(Oc2ccc(/C=N/O)cc2)n1	102.4	104.0	-29.1	-10.2	1.7	2.4	0.1	27.5	-1.9	-27.6
CC(C)C(=O)NNS(=O)(=O)c1ccccc1[N+](=O)[O-]	82.3	86.1	-19.9	3.6	-1.3	1.4	-9.0	17.7	-2.8	5.8
COc1cc(CC(=O)OCC(=O)Nc2cc([N+](=O)[O-])ccc2F)cc(OC)c1OC	87.5	95.1	-17.0	1.3	5.5	3.5	-5.8	9.6	-0.8	-5.7
COc1cc(/C=N/N=C(/C(=O)c2ccccc2)c2ccccc2)cc(OC)c1O	54.6	74.2	-63.8	·	6.8	0.7	-2.6	22.8	-5.0	-2.6
CN(C)/C=N/C(=S)Nc1ccc(Br)cc1F	90.9	97.5	2.2	-10.3	-12.2	-0.5	-0.4	2.2	-2.0	-14.9
CCOc1ccccc1NC(=O)C1CCN(S(=O)(=O)c2ccc(OC)c(OC)c2)CC1	101.3	100.3	-50.3	·	6.3	-0.5	-0.4	6.5	-0.8	-7.2
O=C(c1cc2ccccc2c(=O)o1)N1CCc2ccccc2C1	94.9	111.0	0.8	-53.5	-2.3	9.5	·	9.0	0.6	-13.1
Cc1ccc(S(=O)(=O)NCCN2CCOCC2)cc1	100.1	88.8	7.0	-25.5	6.9	0.3	·	7.6	-1.6	-1.8
COC(=O)/C(=C1/Oc2ccc(C(C)(C)C)cc2S1)C(F)(F)F	104.0	97.5	-48.2	·	-2.5	4.2	-8.4	10.5	1.6	8.9
CCc1nc(NCc2cccnc2)c2oc3ccccc3c2n1	82.8	93.1	-20.8	35.3	3.0	1.4	5.2	13.0	-3.2	-7.8
Cc1ccc(NC(=O)CCNC(=O)c2ccc(Cl)cc2)cc1F	101.5	89.5	-46.3	·	2.5	1.8	4.9	2.7	5.4*	3.5
CC12CCC(C(=O)Nc3ccccc3)(C(Br)C1=O)C2(C)C (stereo not given)	97.1	97.1	-34.5	·	3.0	-0.1	-3.6	3.1	-0.1	9.6
O=C(CN1C(=O)/C(=C\c2ccccc2F)SC1=S)Nc1nc2ccccc2s1	95.2	92.8	-14.8	-1.4	-2.7	5.9	-11.3	6.1	-3.8	7.7
COc1ccc(C2NC(C(=O)O)CS2)cc1COCC(F)(F)F (stereo not given)	100.0	99.1	-6.4	·	3.6	3.1	·	19.8	-0.2	-3.8
CC1(C)CC(=O)C=C(Nc2ccc(F)cc2)C1	95.4	90.7	-47.3	-15.3	3.1	8.4	1.4	3.0	-1.4	-6.3
O=C(CSc1nc2c(c(=O)n1-c1ccc(Cl)cc1)SCC2)N1CCOCC1	92.1	92.1	16.9	-3.9	-6.4	7.2	-1.0	-0.4	-3.1	-2.0

(more compounds)
SMILES	PTEN del growth	bCat KO growth	BB579 growth dn	E-sel TNF inh	GALR2 antag	NPY-Y2 antag	Phagocyt inh	Measles CPE	MRP1 act	Yeast life ext
CCC(C)(C)NC(=O)c1cc(OC)c(OC)cc1[N+](=O)[O-]	103.7	99.4	-4.3	0.5	-0.3	2.2	·	2.5	-1.1	-5.4
NC(=O)C1CCN(C(=O)c2ccc(-c3ccccc3)cc2)CC1	102.7	104.9	-22.6	-8.0	-11.6	0.7	·	18.1	-0.3	-2.5
CCCn1c(-c2cccnc2Cl)nc2cc(Cl)c(Cl)cc21	94.3	94.2	-40.1	·	-9.1	2.5	-0.4	3.5	-1.8	-13.1
CN(C)C=NCCn1c(N2CCOCC2)nc2c1c(=O)n(C)c(=O)n2C	101.7	102.1	-57.8	-51.4	5.5	0.1	-0.5	·	-0.8	-11.3
CCn1c(CSCc2ccc(C)cc2)nnc1SCC(=O)N1CCN(c2ccccc2)CC1	60.6	66.1	-14.7	9.8	-5.1	3.8	-0.1	23.5	0.1	2.5
Cc1cccc(N2CCN(C(=O)COc3cc(=O)n(C)c4ccccc34)CC2)c1C	71.7	81.3	-24.9	-0.5	4.0	3.9	·	4.7	-2.5	-28.3
CCN1CCN(c2nc3ccccc3nc2C(C#N)S(=O)(=O)c2ccc(C)cc2)CC1 (stereo not given)	97.8	96.7	-19.9	12.3	4.9	-0.5	0.0	14.5	-1.8	-5.2
Cc1ccc2nc(-c3ccc(SCC(=O)N4CCc5ccccc54)nc3)[nH]c2c1	56.4	58.7	-12.1	·	21.5	3.2	-8.1	6.4	-1.5	1.1
CCn1c(=O)cc(OCC(=O)Nc2ccc(C)cn2)c2ccccc21	52.7	64.1	-33.5	·	3.3	0.8	-0.9	3.9	-1.6	-1.1
COc1ccccc1C(=O)NC(CCSC)C(=O)NCC(c1ccco1)N(C)C (stereo not given)	92.5	90.4	-6.0	·	4.8	1.2	-1.0	5.4	-2.9	-7.3
CCn1c2ccccc2c2nnc(SCC(=O)NCCOC)nc21	92.8	94.1	-17.9	·	-14.8	2.0	-0.9	3.1	-1.9	1.9
CCN(CC)S(=O)(=O)c1ccc(Oc2cccc(C(C)=O)c2)nc1	96.6	85.1	-0.7	-33.5	8.4	2.1	2.4	24.0	-2.3	-14.7
CC(=O)Oc1cccc(N2C(=O)C3C4C=CC(C4=C(C)C)C3C2=O)c1 (stereo not given)	100.8	103.1	-13.3	-0.2	-4.1	-0.3	2.0	23.2	-0.9	-1.8
C=CCNC(=O)c1ccc(-c2nc(-c3ccc(Cl)cc3Cl)cs2)cc1	70.3	62.5	-10.1	-7.7	-0.9	-0.1	1.9	3.6	2.4	-14.8
Cc1ccc(S(=O)(=O)NCC(=O)OCN2C(=O)c3ccccc3C2=O)cc1	114.4	105.2	10.1	9.1	-7.9	1.0	-3.3	7.0	-1.8	-18.2
Cc1cc(C)c2c(N=NN(C)C)[nH]nc2n1	78.7	77.6	72.6*	34.5	-5.2	3.9	·	9.9	-1.4	-8.1
COc1cc(OC)cc(-c2nc(-c3cc4cc(C)ccc4nc3OC)no2)c1	96.9	102.5	-64.1	9.2	-2.1	1.8	-0.6	2.8	-1.1	-5.9
CCOc1cc2[nH]c(=O)n(Cc3ccc(C(=O)NCCOC)cc3)c(=O)c2cc1OCC	97.2	103.3	-27.6	-21.8	12.1	0.3	·	4.8	-1.0	-2.5
COc1ccc(SCc2noc(C(=O)NC(C)C)c2C(=O)O)cc1	105.5	101.9	-11.5	31.1	13.2	3.8	·	1.1	-0.8	-7.0
CC(=O)Oc1ccc(C(C)=O)c2c1OCCO2	110.9	92.6	-58.9	27.1	-11.7	4.6	-0.9	7.5	-1.2	3.3
CC(=O)c1c(C)[nH]c(C(=O)CSc2nc3ccccc3c(=O)n2CCCN2CCOCC2)c1C	58.4	59.2	-10.6	5.9	17.0	-0.1	-0.3	4.8	-3.6	-22.6
Cc1ccc2c(n1)sc1c(N)ncnc12	92.5	95.5	-36.4	·	2.9	4.4	0.6	6.5	-2.4	-22.9
Cc1ccc(NC(=O)CSc2nnc(CN3CCOCC3)n2-c2ccccc2)cc1	97.3	93.1	-20.8	16.4	-12.3	1.7	·	6.6	-3.3	·
Cc1ccc(C2CC2C(=O)NNC(=S)Nc2cccc(Cl)c2)cc1 (stereo not given)	80.3	84.5	-33.8	0.0	6.8	4.2	·	13.6	-2.3	·
O=C(C1CCCN(S(=O)(=O)c2cccc3cccnc23)C1)N1CCc2ccccc21 (stereo not given)	58.4	63.3	0.2	-19.5	8.4	-0.1	0.3	1.6	-3.1	-7.5

Continued.
SMILES	PTEN del growth	bCat KO growth	BB579 growth dn	E-sel TNF inh	GALR2 antag	NPY-Y2 antag	Phagocyt inh	Measles CPE	MRP1 act	Yeast life ext
O=c1cnc2ccccc2n1CC1CCCCC1	80.1	79.8	1.1	-3.2	-1.5	2.6	-0.9	7.4	-1.5	-10.2
COc1ccc(C2CC(c3ccc(Cl)cc3Cl)Nc3nc(N)nn32)cc1OC (stereo not given)	85.5	94.3	23.6	4.3	-0.6	5.2	-0.4	4.5	3.6	-8.8
Cc1ccc(C(C(=O)NC2CCCC2)N(Cc2ccco2)C(=O)CCC(=O)Nc2cc(C)on2)cc1 (stereo not given)	71.7	78.8	-27.6	-3.5	1.1	1.1	·	3.2	-2.2	·
CC(=O)c1c(C)[nH]c(C(=O)OCC(=O)Nc2ccc([N+](=O)[O-])cc2Cl)c1C	68.1	70.3	-19.2	-1.3	-4.3	1.6	-2.5	2.9	-3.4	-3.9
CCCCCCCCCOC(=O)C(CC(=O)O)N1CCOCC1 (stereo not given)	91.1	90.7	-41.4	6.8	-8.2	2.2	-0.5	11.8	-2.1	29.4*
CC(O)(CS(=O)(=O)Cc1ccccc1Cl)C(=O)Nc1cccc(C(F)(F)F)c1 (stereo not given)	97.2	104.8	-61.7	3.9	-1.4	-0.6	·	9.4	0.5	-11.6
CCOC(=O)c1sc(C)c2c1NC(C)(c1ccccc1)NC2=O (stereo not given)	95.3	96.7	-30.5	6.0	8.0	-1.6	-1.5	5.0	-3.4	4.3
C=CCn1c(CSCc2ccc(C)cc2)nnc1SCC(=O)NCc1ccccc1	97.6	99.3	-21.4	-9.1	0.7	-0.2	-0.2	-0.5	-1.1	-4.4
Cc1ccc(C2CC(c3cccs3)=NN2C(=O)c2ccc(Br)o2)cc1 (stereo not given)	51.4	48.0	-10.3	-0.7	-27.8	7.4	2.1	20.5	0.6	-1.6
